Compound activity from PubChem.
PP5 inh: PP5 phosphatase inhibitors, primary screen, biochemical, fluorescence; Serine/threonine-protein phosphatase 5 (Homo sapiens), P53041; purified PP5c, OMFP substrate fluorescence; inhibition, % at 6.7 µM; hit rate 0.18% among 320,000; AID 1987, 2009;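 active = inhibition above the campaign's mean inhibition across all tested compounds plus 3 SD, cut at about 9.5% in these data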;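 note: 0% = DMSO only and 100% = 100 µM cantharidin control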
Target sequence (P53041 whole entry, looked up): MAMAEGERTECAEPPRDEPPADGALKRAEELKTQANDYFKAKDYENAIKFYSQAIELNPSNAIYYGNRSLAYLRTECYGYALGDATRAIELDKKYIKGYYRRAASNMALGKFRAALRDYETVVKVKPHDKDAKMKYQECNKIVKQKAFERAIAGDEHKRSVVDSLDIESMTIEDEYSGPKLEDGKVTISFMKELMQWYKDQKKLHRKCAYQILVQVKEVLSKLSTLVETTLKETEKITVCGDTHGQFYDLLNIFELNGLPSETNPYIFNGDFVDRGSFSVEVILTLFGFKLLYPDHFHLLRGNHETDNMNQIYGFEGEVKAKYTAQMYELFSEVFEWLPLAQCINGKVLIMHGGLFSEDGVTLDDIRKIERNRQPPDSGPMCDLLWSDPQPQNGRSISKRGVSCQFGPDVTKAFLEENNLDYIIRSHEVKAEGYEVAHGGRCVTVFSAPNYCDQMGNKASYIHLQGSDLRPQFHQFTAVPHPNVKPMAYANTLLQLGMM
JMJD2C inh: inhibitors of GASC-1 histone demethylase, primary screen, biochemical, fluorescence, DELFIA europium | inhibition, % at 2.35 µM | GST-JMJD2C(1-420) H3K9me3 demethylation | hit rate 0.069% among 330,000 | AID 2099, 2009;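 active = more than half of a compound's replicate wells show inhibition beyond 50%, single wells judged on their own value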;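 note: signal counts dimethyl H3K9 product captured on neutravidin plate; 0% = median of DMSO wells and 100% = 0.3 times that DMSO median; strong numbers were not always called active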
TPT1 inh: Candida albicans TPT1 enzyme inhibitors, primary screen, biochemical, fluorescence polarization. tRNA 2'-phosphotransferase TPT1 (Candida albicans SC5314). recombinant caTPT1, FP RNA substrate dephosphorylation. inhibition, % at 5 µM. hit rate 0.81% among 300,000. AID 1962, 2009;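 active = inhibition above the mean of all tested compounds plus 3 SD, set per screening campaign, cut at about 24% in these data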;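 note: plate controls were DMSO alone for no effect and ferristatin control at 100 nM for full effect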
core dimer inh: inhibitors of HCV core protein dimerization, primary screen, biochemical, TR-FRET, high-throughput. TR-FRET GST/Flag-core106 dimerization, 1536-well. inhibition, % at 5 µM. hit rate 0.33% among 300,000. AID 1899, 2009;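 active = inhibition above the mean of all tested compounds plus 3 SD, set per screening campaign, cut at about 45% in these data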
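Material: GST/Flag-tagged HCV core106 proteins. Incubation: 4 h, 22.5 °C incubation. Read-out basis: inhibition (%) from 671 over 617 nm ratio. Measured by: TR-FRET, excitation 340 nm, emission 617 and 671 nm.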
ZTA counter: counter-screen for EBNA-1 inhibitors: inhibitors of Epstein-Barr virus ZTA | P03206 | ZTA-DNA binding, fluorescence polarization | inhibition, % at 11 µM | hit rate 0.15% among 320,000; in the data active = inhibition above about 33%
Target sequence (P03206 whole entry, looked up): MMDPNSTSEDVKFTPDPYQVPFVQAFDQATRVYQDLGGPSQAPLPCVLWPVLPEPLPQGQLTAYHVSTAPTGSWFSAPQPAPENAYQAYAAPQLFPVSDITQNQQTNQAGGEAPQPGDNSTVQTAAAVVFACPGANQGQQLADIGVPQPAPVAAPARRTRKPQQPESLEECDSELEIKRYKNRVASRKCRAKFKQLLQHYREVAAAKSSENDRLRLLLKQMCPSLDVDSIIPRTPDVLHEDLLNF
Yeast superoxide: reduction of superoxide in aged yeast, primary screen, HTS; S. cerevisiae aged cells, superoxide DHE fluorescence; hits give low values; superoxide response (% of plate mean), % at 10 µM; hit rate 0.18% among 330,000; AID 2690, 2010;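 active = superoxide response under a set limit, about three screen SD below normal, cut at about 65% in these data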;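 note: yeast aged for seven days with compound at 30 °C before DHE staining; 100% = average MFI of all compound-treated wells on the plate with controls excluded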
CTSL1 counter: Fasciola hepatica cathepsin L1 inhibitors, primary screen, counter-screen for PFM18AAP inhibitor project, biochemical, QFRET, fluorogenic peptide substrate; recombinant F. hepatica cathepsin L1, Z-Leu-Arg-MCA fluorescence; inhibition, % at 5.96 µM; hit rate 0.49% among 300,000; AID 1906, 2009;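 active = inhibition above the mean of all tested compounds plus 3 SD, set per screening campaign, cut at about 17% in these data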;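 note: 0% = plate median of test compound wells and 100% = 1 µM Z-Phe-Ala-diazomethylketone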
PP1 inh: PP1-alpha phosphatase inhibitors, primary screen, counter-screen for PP5 inhibitor project, biochemical, fluorescence, OMFP substrate, single point | Serine/threonine-protein phosphatase PP1-alpha catalytic subunit (Homo sapiens), P62136 | purified PP1alpha | inhibition, % at 6.7 µM | hit rate 0.9% among 320,000;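 active = inhibition above the mean inhibition of all tested compounds plus 3 SD, computed separately for each screening campaign, cut at about 15% in these data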
EBNA-1 inhibitor: EBNA-1 DNA-binding inhibitors, primary screen, biochemical, fluorescence polarization. inhibition, % at 14.8 µM. hit rate 0.34% among 300,000. AID 1950, 2009; in the data active = inhibition above about 28%
* hit, by the source's call; i = inactive; . = no result given; & = joins results of further samples.

A first look:
SMILES	PP5 inh	JMJD2C inh	TPT1 inh	core dimer inh	ZTA counter	Yeast superoxide	CTSL1 counter	PP1 inh	EBNA-1 inhibitor
C=CCn1c(C)cc(C(=O)COC(=O)CNC(=O)c2ccccc2)c1C	-1.3	-8	1	-3	7	101	1	-2	-5
CCC(C)NC(=O)c1c(C)cc(=O)oc1C (centres undefined)	-0.4	2	-2	0	6	96	1	-4	12
CCOC(=O)c1ccc(NC(=S)N(Cc2cccnc2)Cc2ccco2)cc1	1.6	1	-3	2	4	94	1	-3	5
CCOc1ccc(S(=O)(=O)N2CCC(C(=O)OC(C)C(=O)N(C)C3CCCCC3)CC2)cc1 (centres undefined)	-0.9	15	0	5	3	95	3	0	-6
CCc1nnc(NC(=O)C2CCCN2S(=O)(=O)c2ccccc2)s1 (centres undefined)	2.5	5&16	-2	-4	-20	88	-4	-3	-5
COC(=O)CCSCC(=O)Nc1nnc(C)s1	3.4	-6	0	10	16	110	0	-1	10
CCCc1cc(=O)[nH]c(SCC(=O)N2C(C)CCCC2C)n1 (centres undefined)	2.6	-2	2	0	-15	79	-4	-1	5
CCCc1ccc(OCCNC(=O)CC)cc1	-0.2	-6	2	-4	-1	98	-2	2	7
C=CCOc1ccc(/C=N/NC(=O)C(=O)N2CCCCCC2)cc1OC	-0.1	2	2	4	0	91	2	-2	1
COC(=O)c1nc(N)sc1-c1ccc(OC)cc1	-1.2	9	4	-7	15	91	0	-4	5
O=C(O)CN1CCN(C(c2ccccc2)c2ccccc2)CC1	0.2	1	-1	-4	20	104	-2	0	4
Cc1cc2c(n1-c1ccc(C(N)=O)cc1)CC(C)(C)CC2=O	2.3	-1	-1	4	-19	92	-2	-1	0
CCC(=O)Nc1cccc(C2=NOC3(C2)C[C@@H](C(N)=O)N(C(=O)C(c2ccccc2)c2ccccc2)C3)c1 (some centres undefined)	2.5	-1	0	7	6	95	2	2	1

This part in full, previewed entries included:
SMILES	PP5 inh	JMJD2C inh	TPT1 inh	core dimer inh	ZTA counter	Yeast superoxide	CTSL1 counter	PP1 inh	EBNA-1 inhibitor
C=CCn1c(C)cc(C(=O)COC(=O)CNC(=O)c2ccccc2)c1C	-1.3	-8	1	-3	7	101	1	-2	-5
CCC(C)NC(=O)c1c(C)cc(=O)oc1C (centres undefined)	-0.4	2	-2	0	6	96	1	-4	12
CCOC(=O)c1ccc(NC(=S)N(Cc2cccnc2)Cc2ccco2)cc1	1.6	1	-3	2	4	94	1	-3	5
CCOc1ccc(S(=O)(=O)N2CCC(C(=O)OC(C)C(=O)N(C)C3CCCCC3)CC2)cc1 (centres undefined)	-0.9	15	0	5	3	95	3	0	-6
CCc1nnc(NC(=O)C2CCCN2S(=O)(=O)c2ccccc2)s1 (centres undefined)	2.5	5&16	-2	-4	-20	88	-4	-3	-5
COC(=O)CCSCC(=O)Nc1nnc(C)s1	3.4	-6	0	10	16	110	0	-1	10
CCCc1cc(=O)[nH]c(SCC(=O)N2C(C)CCCC2C)n1 (centres undefined)	2.6	-2	2	0	-15	79	-4	-1	5
CCCc1ccc(OCCNC(=O)CC)cc1	-0.2	-6	2	-4	-1	98	-2	2	7
C=CCOc1ccc(/C=N/NC(=O)C(=O)N2CCCCCC2)cc1OC	-0.1	2	2	4	0	91	2	-2	1
COC(=O)c1nc(N)sc1-c1ccc(OC)cc1	-1.2	9	4	-7	15	91	0	-4	5
O=C(O)CN1CCN(C(c2ccccc2)c2ccccc2)CC1	0.2	1	-1	-4	20	104	-2	0	4
Cc1cc2c(n1-c1ccc(C(N)=O)cc1)CC(C)(C)CC2=O	2.3	-1	-1	4	-19	92	-2	-1	0
CCC(=O)Nc1cccc(C2=NOC3(C2)C[C@@H](C(N)=O)N(C(=O)C(c2ccccc2)c2ccccc2)C3)c1 (some centres undefined)	2.5	-1	0	7	6	95	2	2	1
CC(C)Cc1nnc(NC(=O)CCC(=O)Nc2ccc(F)cc2)s1	2.0	2	-1	-11	-13	95	-1	-1	4
Cc1cccc(C(=O)NNS(=O)(=O)c2ccccc2)c1O	-3.6	26	-1	2	13	116	0	-3	1
CC(C)(C)c1ccc(C(=O)Nc2ccc(C(=O)N3CCCC3)cc2)cc1	3.8	-3	-1	8	4	90	7	1	3
O=C(CSc1nc2ccccc2c(=O)n1Cc1ccco1)Nc1cccc(O)c1	0.5	2	-4	7	6	85	-1	-2	-5
O=C1CCCCC1C(Nc1ccc(Br)cc1)c1ccccc1 (centres undefined)	4.8	-4	-4	4	15	96	0	1	0
COCCCNC(=O)CCCC(=O)NCCCOC	2.3	9	-2	-2	4	107	-3	0	-6
CCCCCC1CC(CC(=O)Nc2ccc([N+](=O)[O-])cc2)OC1=O (centres undefined)	0.6	2	-1	2	10	105	4	2	5
CC(N=Cc1ccccc1O)c1ccccc1 (centres undefined)	2.5	6	0	-3	-6	99	-1	1	-7
Nn1c(SCC(=O)Nc2nccs2)nnc1-c1ccccn1	0.3	3	3	-3	11	100	5	-1	6
Cc1nccn1C[C@@H]1CCc2c(c3ccccc3n2C)C1=O	0.3	1	-3	-8	-16	106	-3	2	-4
Cc1cccc(-c2nnc(SCC(=O)NCc3ccc4c(c3)OCO4)n2C)c1	3.4	-5	1	10	-1	103	-1	0	-9
COCC(=O)NC1CCN(CC(=O)Nc2ccc(OC)cc2[N+](=O)[O-])CC1	0.6	-1	0	-2	-3	96	-2	-3	7
Cc1ccc(C(=O)NCC(=O)OCC(=O)N2CCCc3ccccc32)cc1	0.9	2	-1	-3	8	96	-14	1	-3
Cc1ccc(C(=O)NNc2ncnc3c2cnn3C)cc1	0.3	2	-1	2	0	94	-3	1	2
CC(C)(C)NC(=O)c1cc(-c2ccc3c(c2)OCO3)nc2ccccc12	4.2	3	-2	8	-3	88	-6	0	-5
CCOc1nc(N2CCOCC2)nc(C)c1[N+](=O)[O-]	-4.7	8	2	-4	-4	92	-1	-1	3
c1ccc2c(c1)CCCN2Cc1nnnn1C1CCCC1	-1.4	7	-21	-1	-22	82	0	1	-15
CCc1ccc(C(C(=O)NC2CCCCC2)N(C(=O)c2ccccn2)c2cccnc2)cc1 (centres undefined)	3.4	-3	-8	-6	-17	108	-2	7	-9
COc1cccc(CN(C)C(=O)c2csc3c2CCCC3)c1OC	0.5	25	-2	0	-18	93	18*	-3	-3
COc1c(C)cc(C(=O)C2CCCN(C(=O)c3cc(C)nc(C)n3)C2)cc1C (centres undefined)	0.7	-24	-4	-4	-7	102	-3	0	-5
Cc1ccc(N(CC(=O)NCc2ccncc2)S(C)(=O)=O)cc1	-0.9	13	1	-4	-5	104	3	-2	16
Cc1cc(C)c(NC(=O)CSc2nc3[nH]ncc3c(=O)[nH]2)c(C)c1	3.2	4	3	-5	-9	89	-5	-1	9
C=CCN1C(=O)c2ccc(C(=O)N(CCC)CC(=O)Nc3ccccc3C)cc2C1=O	-2.5	-11	3	2	5	100	2	-6	-10
CCCCn1c(SCC(=O)OCC)nnc1-c1ccoc1C	-0.8	-21	-4	11	-5	97	4	-3	5
O=C(Nc1nc(COc2ccccc2)cs1)c1ccccc1F	1.4	20	-1	-3	-4	101	0	1	-5
Cc1ccc2nc3c(cc(C(N)=S)c(=N)n3CCCOC(C)C)c(=O)n2c1	1.6	7	5	1	1	117	4	6	-6
O=C(c1cc(C2CC2)on1)N1CCOCC1	-1.1	-3	3	-6	3	109	3	1	7
CC1CCC/C=C/C(=O)c2c(O)cc(O)cc2CC(=O)O1 (centres undefined)	3.3	.	0	0	-4	102	-4	1	1
CCC(C)(C)NC(=O)C1CCCN1C(=O)NC1CCCCC1 (centres undefined)	-2.8	i	-3	3	16	101	-3	-3	9
COc1ccc(NC(=O)CCCNC(=O)Cn2cnc3sc4c(c3c2=O)CCCC4)cc1OC	-1.9	-6	0	-1	1	107	-2	3	1
O=C(c1ccc2oc(CCc3ccccc3)nc2c1)N1CC[C@H](O)C1	1.0	-35	-2	9	-9	96	-4	-1	-6
Cn1ccc(-c2cc(C(=O)O)c3ccccc3n2)n1	1.1	-6	-6	2	14	91	-1	-5	0
CCN(C(=O)CCN1C(=O)c2ccccc2S1(=O)=O)c1ccccc1	0.0	-6	-3	1	15	92	5	-7	5
Cc1cc(C)c(NC(=O)CS(=O)CC(=O)Nc2ccc(N3CCOCC3)cc2)c(C)c1 (centres undefined)	0.3	-5	-2	-3	-16	92	2	1	2
CCOC(=O)c1ccc(NC(=S)N2CCN(C)CC2)cc1	-0.1	0	0	-11	-9	101	2	-1	-4
O=C(NCc1ccc(F)cc1)C1CCN(S(=O)(=O)N2CCC3(CC2)OCCO3)CC1	0.7	0	-2	-1	-8	87	0	-2	-6
CCOC(=O)c1cn2nc(Oc3ccc(C)cc3)ccc2n1	2.6	10	-1	-11	-25	100	-3	0	-8

(listing goes on)
SMILES	PP5 inh	JMJD2C inh	TPT1 inh	core dimer inh	ZTA counter	Yeast superoxide	CTSL1 counter	PP1 inh	EBNA-1 inhibitor
COc1ccc([N+](=O)[O-])cc1-c1nc2ccccc2nc1-c1ccccc1	1.1	3	-1	2	-10	99	2	-1	-11
O=C(Nc1cc(S(=O)(=O)N2CCOCC2)ccc1N1CCCC1)c1ccc(F)cc1	4.6	44	.	.	-24	115	.	-5	.
O=C(Nc1nccs1)c1ccc2nccnc2c1	3.4	13	1	-2	-7	66	0	-5	-13
COc1ccc(-c2cc(CNS(=O)(=O)c3ccccc3)on2)cc1	-1.5	1	-5	-1	14	100	-1	-1	4
Cc1nc2c(Br)c3nc(C(F)(F)F)[nH]c3c(Br)c2[nH]1	3.6	7	2	-3	-4	108	1	1	-2
O=C(CSc1nnc(CN2CCOCC2)n1-c1ccc(Cl)cc1)Nc1cc(Cl)ccc1O	2.0	5	1	7	10	106	2	1	7
CCOC(=O)C1=NN(C(=O)Cc2ccccc2)C(O)(C(C)(C)C)C1 (centres undefined)	-1.1	1	0	-1	4	109	-1	-4	6
CCc1c(C(=O)Nc2ccc(S(=O)(=O)N3CCOCC3)cc2)csc1C	3.5	-2	-2	3	3	82	2	-1	6
O=c1c(Cc2ccc(F)cc2)c(O)ccn1CCCN1CCOCC1	-2.0	1	1	-3	2	84	-2	2	10
Cc1nc(N2CCOCC2)nc(N2CCCCC2)c1[N+](=O)[O-]	0.0	17	0	-7	3	102	-1	-2	9
O=C(c1ccco1)N(Cc1cc2ccccc2[nH]c1=O)CC1CCCO1 (centres undefined)	0.1	6	-4	0	2	101	-2	2	-7
